Screening results: PubChem BioAssay, National Center for Advancing Translational Sciences (NCATS)
TDP1 inh = qHTS Assay for Inhibitors of Tyrosyl-DNA Phosphodiesterase (TDP1). Potency, µM (titrated, usually from 130 µM), inactives show top-dose activity change, negative = inhibition, usual class: inhibitors. actives 0.28% (n = 350,000). recombinant TDP1, AlphaScreen DNA substrate cleavage. Tyrosyl-DNA phosphodiesterase 1 (Homo sapiens), Q9NUW8. AID 485290, 2010; further: nearly all actives have a fitted effect of over 40% in size
Target sequence (Q9NUW8 whole entry, looked up): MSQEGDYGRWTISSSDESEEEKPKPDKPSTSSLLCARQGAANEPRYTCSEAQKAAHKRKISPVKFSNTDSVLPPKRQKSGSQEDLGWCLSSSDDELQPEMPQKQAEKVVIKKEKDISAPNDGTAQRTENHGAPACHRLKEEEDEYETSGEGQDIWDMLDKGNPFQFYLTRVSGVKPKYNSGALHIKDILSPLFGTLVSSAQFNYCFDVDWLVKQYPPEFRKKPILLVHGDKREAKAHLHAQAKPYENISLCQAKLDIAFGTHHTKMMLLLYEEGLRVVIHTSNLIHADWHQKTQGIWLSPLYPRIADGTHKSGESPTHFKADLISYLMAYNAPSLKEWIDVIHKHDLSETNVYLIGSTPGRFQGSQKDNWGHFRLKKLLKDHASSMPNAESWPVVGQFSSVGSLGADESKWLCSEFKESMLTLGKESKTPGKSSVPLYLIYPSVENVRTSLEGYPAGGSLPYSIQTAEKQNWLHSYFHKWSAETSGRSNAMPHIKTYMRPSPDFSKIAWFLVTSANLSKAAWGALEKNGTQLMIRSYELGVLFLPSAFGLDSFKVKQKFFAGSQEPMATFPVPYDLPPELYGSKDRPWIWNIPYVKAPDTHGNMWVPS
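Signal: AlphaScreen proximity between streptavidin donor and anti-FITC acceptor beads on intact substrate. Reaction: Tdp1 1 nM, substrate 15 nM final, 5 min RT after 15 min compound preincubation.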
FEN1 inh = qHTS Assay for the Inhibitors of Human Flap endonuclease 1 (FEN1); Recombinant FEN1 flap cleavage, fluorescence, 15 min; P39748; Potency, µM (series often up to 114 µM), for the others: top-dose activity change, negative = inhibition, usual class: inhibitors; actives 0.35% (n = 390,000); further: nearly all actives have a fitted effect of over 65% in size
Target sequence (P39748 whole entry, looked up): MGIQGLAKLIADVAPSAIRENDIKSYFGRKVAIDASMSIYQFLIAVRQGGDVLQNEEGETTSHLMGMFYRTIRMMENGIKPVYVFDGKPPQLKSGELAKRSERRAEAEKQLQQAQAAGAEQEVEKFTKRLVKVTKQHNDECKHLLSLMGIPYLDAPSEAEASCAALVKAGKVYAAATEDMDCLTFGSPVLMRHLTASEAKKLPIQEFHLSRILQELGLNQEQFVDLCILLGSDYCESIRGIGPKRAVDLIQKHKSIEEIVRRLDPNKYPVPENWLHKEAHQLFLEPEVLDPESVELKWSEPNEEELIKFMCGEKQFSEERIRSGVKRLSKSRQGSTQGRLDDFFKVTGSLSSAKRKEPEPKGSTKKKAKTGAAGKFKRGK
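FEN1 at 10 nM preincubated with compounds 15 min at room temperature, then flap DNA substrate added at 50 nM final. Signal read at 0 and 15 min; concentration-response fitted with four-parameter Hill equation.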
N370S GC mod = qHTS Assay for Inhibitors and Activators of N370S glucocerebrosidase as a Potential Chaperone Treatment of Gaucher Disease. N370S GC spleen homogenate, 4MU-glucoside fluorescence. Potency, µM (titrated, usually from 59.4 µM), for the others: top-dose activity change, negative = inhibition, most hits filed as inhibitors. actives 0.092% (n = 330,000);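 further: 0% = full enzyme activity and -100% = no enzyme basal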
Active calls of the source: *; ? = inconclusive; / = no result given; & = joins results of further samples; [ ] = another dose, or the depositor's remark. The call rests on the fitted dose curve; in most records, active means well fitted curve in the direction sought with a large enough effect; inconclusive means small, poorly fitted or top-dose-only effect, or another doubt; inactive means no such curve, though single readings can be large; an effect the other way counts as inactive or inconclusive. Unless noted, on the % scale 0 is the no-effect control and ±100 the full control effect; potency means the concentration at half of the fitted maximal effect.

Order of results – TDP1 inh | FEN1 inh | N370S GC mod
O=c1ccsn1Cc1ccccc1
→ 14% | 56µM* | 3%
COc1ccc(OCC(=O)N2CCCC(CO)(CCOc3ccccc3)C2)cc1 (stereo not given)
→ 1% | -17% | -2%
NC(=O)C1CCN(C(=O)c2ccc3c(=O)n(Cc4cccc(Br)c4)c(=S)[nH]c3c2)CC1
→ 15% | -6% | -24%
Cc1ccc(NCc2ccccc2O)c(C)c1
→ 5% | -9% | 0%
Cc1ccc(CNC(=O)c2ccc(-c3nc(CS(=O)c4ccccc4)c(C)o3)cc2)cc1 (stereo not given)
→ 0% | -8% | /
CC(C)c1nc(SCC(=O)NC2CCCC2)c2ccccc2n1
→ 0% | 1% | 4%
COc1cc(C(=O)Nc2ccc3nc4n(c(=O)c3c2)CCCCC4)cc(OC)c1OC
→ 2%&0% | -8%&13% | 21%
O=C(NCC(O)c1ccccc1)Nc1cccs1 (stereo not given)
→ / | 0% | -9%
Cc1c2ccccc2nc2c(F)c(NCCO)c(F)c(F)c12
→ 0% | ? | 9%
N#Cc1ccccc1OCC(=O)NCCNC(=O)COc1ccccc1C#N
→ / | 5% | -9%
COc1cc(OC)cc(-c2nnc(N(C)C(=O)c3ccncc3)s2)c1
→ -3% | -5% | -9%
CCC(C(=O)NC(C)(C)C)N(Cc1ccc(F)cc1)C(=O)c1snc(C(N)=O)c1N (stereo not given)
→ / | -1% | 1%
COc1cc(S(=O)(=O)NCC2COCCO2)ccc1-n1cnnn1 (stereo not given)
→ -7% | -2% | 1%
O=C1c2cccc3cccc(c23)C(=O)N1CCCc1n[nH]c(=S)n1-c1ccccc1
→ 6% | -8% | 3%
COc1ccc2nc(SCC(=O)NC3CCCC3)c(C)cc2c1
→ 6% | -5% | 9%

Additional records:
Order of results – TDP1 inh | FEN1 inh | N370S GC mod
Cc1nn(Cc2cccc(C(=O)N3CCCC(C)C3)c2)c(C)c1[N+](=O)[O-] (stereo not given)
→ -1% | -5% | -17%
COc1ccccc1NC(=O)C1CCN(c2ncnc3c2nc2n3CCCCC2)CC1
→ 0%&3% | -15%&9% | -4%
CC(C)C1N=C2c3ccccc3N=C(SCC#N)N2C1=O (stereo not given)
→ -2% | -18% | 6%
Cc1ccc(Cl)cc1N1CCN(C(=O)C2CCCN(Cc3nc(-c4cccc(Cl)c4)oc3C)C2)CC1 (stereo not given)
→ 10% | -4% | /
Cc1cc(C(=O)N2CCN(Cc3ccccc3)CC2)ccc1[N+](=O)[O-]
→ / | 5% | -12%
Cc1ccc(Cn2ncc3c(NCCCN4CCOCC4)ncnc32)cc1
→ 6% | -8% | -20%
CCCNC(=O)N1CCC(C(=O)c2ccc(Cl)cc2)CC1
→ 2% | -6% | 10%
CCCC(=O)N(C)c1nnc(-c2ccc(OC)cc2)s1
→ 2% | -12% | -14%
Cc1ccc(S(=O)(=O)N2CCOCC2)cc1NC(=O)COc1cccc(Oc2ccccc2)c1
→ / | -17% | 0%
CCc1ccc(NC(=O)Nc2cccc(OC)c2)cc1
→ 0% | -11% | -1%
COc1ccc(NC(=O)c2c(-c3c(Cl)cccc3Cl)noc2C)c(OC)c1
→ 6% | 1% | -9%
CC(C)=CCl
→ 12% | / | -11%
O=S(=O)(/N=C(\c1ccccc1F)N1CCCCC1)c1ccccc1
→ 0% | 2% | 4%
COc1cccc(/C=N/NC(=O)c2cnn(-c3ccccc3)c2N)c1
→ / | -6% | -12%
CN1C(=O)N(C)C2C1NC(=O)N2C (stereo not given)
→ 2% | -13% | -1%

Next part
Order of results – TDP1 inh | FEN1 inh | N370S GC mod
COc1ccc(S(=O)(=O)N2CCCCC2)cc1NS(=O)(=O)c1ccccc1
→ 1% | 5% | /
O=C(c1cc(=O)[nH]c2ccccc12)N1CCN(S(=O)(=O)c2ccc3ccccc3c2)CC1
→ -4% | -14% | -12%
COc1ccc(OC)c(S(=O)(=O)N2CCC(C(=O)N3CCc4ccccc4C3)CC2)c1
→ 11% | -14% | -14%
C=C[C@@H]1c2ccccc2N(S(=O)(=O)c2ccc(C)cc2)[C@H](c2ccc(OC(C)=O)cc2)C1(C#N)C#N
→ 0% | -7%&10% | /
Cc1onc(C(=O)NN)c1-c1csc(COc2ccccc2)n1
→ 5% | 17% | 14%
Cc1ccccc1NC(=O)CSc1ccc2nnc(-c3ccccn3)n2n1
→ 3% | 15% | 4%
O=C(N/C(=C\c1ccc(Br)cc1)C(=O)N1CCOCC1)c1ccc([N+](=O)[O-])cc1
→ 2%[0.0935 µM] | -2% | -13%
CCOC(=O)/C(C#N)=C/Nc1cc(OC)ccc1OC
→ -3% | 8% | ?
CC(C)(C)OC(=O)CNC(=O)c1[nH]cnc1C(=O)NCCCCCN
→ -8% | -2% | -1%
Cc1cc2c(NC(=O)Nc3ccccc3)cccc2nn1
→ -7% | -6% | 3%
O=C(Nc1ccc(C(=O)N2CCN(c3ccc(Cl)cc3)CC2)cc1)c1nsc2ccccc12
→ 3% | -4% | /
CCc1ccc(N2C(=O)C(Cl)=C(N3CCOCC3)C2=O)cc1
→ -1% | 6% | 6%
CCOC(=O)c1cnc(-c2ccccc2)nc1Oc1ccc(C)cc1
→ 4% | -22% | -5%
O=S(=O)(Nc1ccc(Cl)cn1)c1cccc(S(=O)(=O)c2ccccc2)c1
→ -1% | 17% | 6%
COc1ccc(CCn2c(NN=C(C)C)nc3c2c(=O)[nH]c(=O)n3C)cc1
→ / | ? | -16%

The list goes on:
Order of results – TDP1 inh | FEN1 inh | N370S GC mod
CN(C)C=NC(=O)c1cccn1-c1ncc(C(F)(F)F)cc1Cl
→ 0% | 8% | -1%
Cc1c(Cl)cccc1NC(=S)N1CCCCCC1
→ -5%[56.1 µM] | 2% | 4%
O=C(CNC(=O)c1cccs1)NCCN1CCN(Cc2ccccc2)CC1
→ 5% | -2% | -6%
CCOC(=O)c1sc2nc(C)nc(SC(C)C(=O)N(C)c3ccccc3)c2c1C (stereo not given)
→ -6%[56.1 µM] | -22% | /
COc1ccc(NC(=O)c2ccc(CN3CCN(c4ccccc4)CC3)cc2)cc1OC
→ 10% | 7% | 11%
COc1cc2c(cc1OC)CN(CC(=O)Nc1ccc(F)cc1)CC2
→ / | 1% | 1%
COc1cccc(C(=O)Nc2ccc(-n3nncc3-c3ccccc3)cc2)c1
→ 5% | -15% | /
O=C(Cc1ccccc1)N/N=C/c1ccc(OC(=O)/C=C\c2ccco2)cc1
→ -4% | 3% | 1%
Cc1ccc(CCNc2nc3c(S(=O)(=O)c4ccc(C)cc4)nnn3c3ccsc23)cc1
→ 0% | 7% | /
COC(=O)C(CC(C)C)N1CCC(=O)c2ccccc2S1(=O)=O (stereo not given)
→ 3% | -22%&-1% | 4%&-6%
N#Cc1nc(COc2ccc(-c3ccccc3)cc2)oc1N1CCC(C(N)=O)CC1
→ 4% | 9% | /
CCN(CC)CCN1C(=O)c2cccc3cc(N)cc(c23)C1=O
→ -3% | 50µM* | -2%
CCOC(=O)c1cc2c(=O)n3ccccc3nc2n(CCCOC)c1=NC(=O)C(C)(C)Oc1ccc(Cl)cc1
→ -3% | -2% | /
CCN(Cc1ccccc1)C(c1ccncc1)c1nnnn1C(C)(C)C (stereo not given)
→ 2% | -18% | 5%
Cc1ccc(S(=O)(=O)Nc2cc(C(F)(F)F)ccc2N2CCOCC2)cc1
→ 3% | 6% | -2%

Remaining list, next part.
Order of results – TDP1 inh | FEN1 inh | N370S GC mod
O=C(N/N=C/c1cccc(O)c1)c1ccc(NC(=O)C2CCCCC2)cc1
→ / | -4% | -16%
Cc1cc(NC(=O)CSc2nnc3c4c(C)c(C)sc4ncn23)no1
→ 3% | -1% | 18%
COCc1nc2ccccc2n1Cc1c(F)cccc1Cl
→ 2% | 5% | 10%
Cc1ccc(C(=O)NCN2CCN(c3ccc(F)cc3)CC2)cc1
→ 1% | -3% | /
O=C(NCc1nc2ccccc2[nH]1)C1=C[C@@H](c2ccc3c(c2)OCO3)C[C@@H](OCc2ccc(CO)cc2)O1
→ 7% | / | 9%
CC(=O)c1ccc(NC(=O)CCc2nc(-c3ccc(C)cc3)no2)cc1
→ 14% | 16% | /
CC(=O)c1cc2c(cc1NC(=O)Cn1nc(C)c(C)c(C#N)c1=O)OCO2
→ / | 4% | -3%
O=C(NCc1cccnc1)c1cc(C(=O)C2CC2)c[nH]1
→ 6% | 11% | 0%
CCN(C(=O)CSc1nc2ccccc2c(=O)n1-c1cccc(C)c1)C1CCS(=O)(=O)C1 (stereo not given)
→ -5% | 7% | -6%
CC(C)OC(=O)C(C)(C)Oc1ccc(C(=O)c2ccc(Cl)cc2)cc1
→ -5% | 9% | 13%
CCOc1cccc(=O)c2c(C)n(Cc3ccccc3)c(C)c12
→ 8% | 18% | 30%
O=C(NCCN1CCN(Cc2ccccc2)CC1)C1c2ccccc2C(=O)N2CCc3ccccc3C12 (stereo not given)
→ 1% | 1% | 4%[12.8 µM]
CC(=O)N(C)N1c2ccccc2CCc2ccccc21
→ / | 11% | 0%
O=C(NCCCN1CCOCC1)C1COc2ccccc2O1 (stereo not given)
→ 0% | 2% | 4%
COc1ccc(-n2nc(C(=O)NCc3ccc(F)cc3)c3c4ccccc4n(C)c3c2=O)cc1
→ 2% | 4% | /

2 of the compounds above, bar-delimited:
canonical_smiles | TDP1 inh | FEN1 inh | N370S GC mod
O=C(NCc1nc2ccccc2[nH]1)C1=C[C@@H](c2ccc3c(c2)OCO3)C[C@@H](OCc2ccc(CO)cc2)O1 | 7% | / | 9%
CC(=O)c1ccc(NC(=O)CCc2nc(-c3ccc(C)cc3)no2)cc1 | 14% | 16% | /

(next part)
Order of results – TDP1 inh | FEN1 inh | N370S GC mod
CCCCOc1ccc(N2C(=O)CC(N(O)c3ccccc3)C2=O)cc1 (stereo not given)
→ -2% | -1% | 1%
O=C(CC1C(=O)NCCN1Cc1ccc(-c2ccccc2)cc1)NCc1ccccc1 (stereo not given)
→ 2% | 2% | -9%
COc1cc(C(=O)N(Cc2ccc(N(C)C)cc2)CC2CCCO2)cc(OC)c1OC (stereo not given)
→ 0% | -5% | /
NC(=O)C1CCN(C(=O)c2ccc(NS(=O)(=O)c3ccc(F)c(F)c3)cc2)CC1
→ 1% | 0% | /
COc1ccc([C@H]2CC(=O)C=C(c3cccc4c3Oc3ccccc3S4)C2)cc1OC
→ 3% | 8% | /
COc1ccccc1CNC(=O)COC(=O)Cc1c(Cl)cccc1Cl
→ 5% | 17% | 5%
CCC(C)(C)n1nnnc1C(c1cc2ccc(OC)cc2[nH]c1=O)N1CCN(C2CCCCC2)CC1 (stereo not given)
→ 4% | -4% | -22%
C/C(=N\NC(=O)c1cccc(Br)c1)c1cccnc1
→ 4%[56.1 µM] | -13% | 1%
CN(C)S(=O)(=O)c1ccc(C(=O)NC(=O)CSc2nnnn2C)cc1
→ 0% | 7% | /
O=C(O)CC(c1ccccc1)n1cccc1 (stereo not given)
→ 2% | 1% | -9%
O=C(CSc1ccccn1)Nc1ccccc1F
→ 0% | -4% | 4%
Cc1c(C(=O)N2CCCC2)c(S(=O)(=O)N2CCCCC2)c(C)n1C
→ 3% | 17% | -11%
CCOc1cc(/C=C2\SC(=Nc3ccccc3)N(c3ccccc3)C2=O)ccc1OCC(=O)O
→ 3% | -15% | -1%
Cn1c(SCC(=O)N2CCOCC2)nnc1-c1ccc(NC(=O)c2ccccc2F)cc1
→ 4% | 1% | 5%
COc1ccc(N(CC(=O)Nc2ccccc2C)S(=O)(=O)c2c(C)[nH]c(=O)[nH]c2=O)cc1
→ 5% | -8% | ?

Three structures out of the list, arranged by number of heavy atoms, ascending.
Order of results – TDP1 inh | FEN1 inh | N370S GC mod
COc1cc(C(=O)N(Cc2ccc(N(C)C)cc2)CC2CCCO2)cc(OC)c1OC (stereo not given)
→ 0% | -5% | /
Cn1c(SCC(=O)N2CCOCC2)nnc1-c1ccc(NC(=O)c2ccccc2F)cc1
→ 4% | 1% | 5%
CCC(C)(C)n1nnnc1C(c1cc2ccc(OC)cc2[nH]c1=O)N1CCN(C2CCCCC2)CC1 (stereo not given)
→ 4% | -4% | -22%

Next part
Order of results – TDP1 inh | FEN1 inh | N370S GC mod
CN(C)CCCNc1ncc(C(F)(F)F)cc1Cl
→ -1% | 0% | 6%
Nc1ccccc1SC/C=C/CSc1ccccc1N
→ / | -11% | -23%
N#Cc1nc(-c2ccc(Cl)cc2)oc1NCc1ccco1
→ 5% | 7% | 13%
CC[N+]1(C)[C@@H]2CC[C@H]1CC(OC(=O)[C@H]1CCC(C(=O)OC3C[C@H]4CC[C@@H](C3)[N+]4(C)CC)(c3ccccc3)c3ccccc31)C2 (stereo not given in full)
→ / | 6% | -27%
O=C(Nc1ccc([N+](=O)[O-])cc1)C1C(c2ccccc2)=C1c1ccccc1
→ 2% | 9% | 2%
Cc1cc(C)cc(-n2c(SCC(=O)N3CCCCCC3)nc3c([nH]c4ccccc43)c2=O)c1
→ 4% | 16% | /
CCCCNC(=S)NNC(=O)c1csc(CC)c1
→ 0%[56.1 µM] | 6% | 4%
CC(C)C[C@@H]1NC(=O)[C@H](Cc2ccccc2)N(C)C(=O)[C@H](C)NC(=O)c2ccccc2NC(=O)[C@H](Cc2ccc(O)cc2)N(C)C1=O
→ / | 0% | 4%
